m5-HT2A agonist: agonists of mouse serotonin 5-HT2A receptor (HTR2A). activation, % at 7.6 µM. actives 0.66% (n = 360,000). CHO-K1 mHTR2A beta-arrestin complementation, luminescence; percent of 30 µM serotonin response;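 active = activation above a run cutoff, the mean activation of all tested compounds plus 3 SD, cut at about 14% in these data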;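 also: 0% = plate median of compound wells and 100% = 30 µM serotonin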
Target sequence (P35363 whole entry, looked up): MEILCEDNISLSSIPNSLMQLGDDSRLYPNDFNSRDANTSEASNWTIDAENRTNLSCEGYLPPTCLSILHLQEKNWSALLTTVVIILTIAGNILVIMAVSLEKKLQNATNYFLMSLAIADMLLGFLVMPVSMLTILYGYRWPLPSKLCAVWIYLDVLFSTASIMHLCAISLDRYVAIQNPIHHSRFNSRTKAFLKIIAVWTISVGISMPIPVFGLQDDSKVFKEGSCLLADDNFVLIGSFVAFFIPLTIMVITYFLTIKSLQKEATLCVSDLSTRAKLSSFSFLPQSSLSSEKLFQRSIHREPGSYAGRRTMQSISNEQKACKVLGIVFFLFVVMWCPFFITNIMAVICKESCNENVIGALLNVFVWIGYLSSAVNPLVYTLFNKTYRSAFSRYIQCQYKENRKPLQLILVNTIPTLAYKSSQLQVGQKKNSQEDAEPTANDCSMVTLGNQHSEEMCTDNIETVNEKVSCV
ABHD5 PLIN5 PPI: ABHD5-PLIN5 protein interaction inhibition. Q00G26+Q8WTS1. Split G. princeps luciferase complementation, luminescence, 4 h. inhibition, % at 4 µM. actives 0.78% (n = 360,000). AID 602281;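 active = inhibition above the mean inhibition across every tested compound plus 3 SD, cut at about 22% in these data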;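 also: 0% = DMSO only wells and the 100% control is not disclosed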
hiPSC survival: increases survival of single human iPS cells. hiPSC single-cell survival, ATPlite luminescence; 100% = ROCK inhibitor wells, 0% = DMSO. actives 0.044% (n = 360,000). AID 602274. survival enhancement, % at 20 µM; in the data active = survival enhancement above about 18%;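 also: cells exposed to compounds for 16 hours before the ATP read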
MC4R barr agon: agonists of human melanocortin 4 receptor (MC4R) beta-arrestin | AID 540308 | activation, % at 8.9 µM | U2OS MC4R beta-arrestin complementation, luminescence; percent of melanotan II response, DMSO zero | actives 0.98% (n = 360,000) | P32245;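 active = activation above a per-plate cutoff, the mean activation of sample wells on that plate plus 3 SD, cut at about 8% in these data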
Target sequence (P32245 whole entry, looked up): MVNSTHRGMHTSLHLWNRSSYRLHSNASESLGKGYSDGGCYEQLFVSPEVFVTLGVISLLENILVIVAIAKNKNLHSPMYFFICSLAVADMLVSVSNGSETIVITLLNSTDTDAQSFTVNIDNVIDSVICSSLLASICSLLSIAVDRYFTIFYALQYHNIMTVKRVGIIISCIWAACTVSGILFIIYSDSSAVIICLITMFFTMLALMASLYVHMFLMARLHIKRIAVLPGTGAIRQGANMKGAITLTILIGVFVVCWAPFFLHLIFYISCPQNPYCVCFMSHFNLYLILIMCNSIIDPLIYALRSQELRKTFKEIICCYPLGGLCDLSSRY
ABCB6 inh 2: inhibitors of human ABC transporter ABCB6. actives 0.19% (n = 360,000). fluorescence ratio to DMSO, % at 10 µM. K562-ABCB6 porphyrin accumulation, flow cytometry, 1 h; stronger effect = lower value. Q9NP58;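 active = fluorescence ratio to DMSO below 75%, the collection mean minus 3 SD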;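 also: signal is porphyrin accumulated inside mitochondria; 100% equals median channel fluorescence of DMSO control wells; lower ratio means ABCB6 inhibition with less porphyrin fluorescence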
MC4R antag cAMP: antagonists of human melanocortin 4 receptor (MC4R) | AID 540295 | P32245 | inhibition, % at 6.5 µM | MC4R-expressing cells, MTII-stimulated cAMP, LANCE TR-FRET | actives 0.48% (n = 360,000);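 active = inhibition above its plate's cutoff, the mean of tested wells on that plate plus 3 SD, cut at about 29% in these data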;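 also: 0% = Melanotan II alone and 100% = Melanotan II plus saturating MCL0020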
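Assay system: U2OS cells stably expressing human melanocortin 4 receptor (MC4R) / Dosing: 6.5 µM / Timing: compound 30 min, challenge 1 h, detection 1 h / Measured by: Eu-cAMP/anti-cAMP TR-FRET, emission 671 nm / Replicates: singlicate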
Cardio protect: protects H9c2 cardiomyocytes from peroxide injury | H2O2 injury protection, ATPLite, 2 h | protection from H2O2 cell death, % at 20 µM | actives 0.63% (n = 360,000) | AID 588492;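 active = compounds giving at least 50% protection of heart cells from peroxide-induced death in the single-dose screen, raw or plate-pattern-corrected value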;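 also: 0% = DMSO wells with peroxide and 100% = DMSO wells without peroxide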
Exocytosis inh: lytic granule exocytosis inhibition | TALL-104 LAMP-1 surface exposure, flow cytometry; cells stimulated with thapsigargin and PMA | actives 0.66% (n = 360,000) | inhibition, % at 10 µM;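 active = inhibition above about 55%, limit read from the data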
N-glyco inh: N-linked glycosylation inhibition; D54 ERlucT glycosylation luciferase reporter, 24 h; percent of 100 nM tunicamycin response; reporter increase, % at 12.5 µM; actives 0.23% (n = 360,000); AID 588692;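 active = mean luciferase reporter signal, scaled so untreated is 0 and the glycosylation-blocking control 100, at or above a set limit in every replicate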;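 also: luciferase carries N-glycosylation sites so blocking glycosylation raises the light; 0% = median of neutral control wells and 100% = median of 100 nM tunicamycin wells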
aDG glyco act: alpha-DG glycosylation activation. actives 0.22% (n = 360,000). activation, % at 10 µM. Pro5-aDG cells, alpha-DG glycosylation AlphaScreen (IIH6); 0% Pro5, 100% B10-LARGE cell signal;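 active = activation of at least 8% versus controls, or a plate z-score of at least 8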;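 also: Pro5 are CHO cells carrying HIG-tagged alpha-DG that lacks glycosylation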
Starred values were filed as active, the others as inactive.

O=C(Nc1cccc(Cl)c1)Nc1nnc(CSCCOc2ccc(Cl)cc2)s1 was read as m5-HT2A agonist 1.4, ABHD5 PLIN5 PPI -1.0, hiPSC survival 0.6, MC4R barr agon 2.5, ABCB6 inh 2 94.0, MC4R antag cAMP -0.2, Cardio protect -14.9, Exocytosis inh 0.5, N-glyco inh -6.4 and aDG glyco act -0.1.
`Cc1cc(NS(=O)(=O)c2ccc(NC(=O)c3ccc(Cl)nc3)cc2)nc(C)n1` gave m5-HT2A agonist 2.2, ABHD5 PLIN5 PPI 2.6, hiPSC survival -1.4, MC4R barr agon 1.3, ABCB6 inh 2 98.0, MC4R antag cAMP -7.8, Cardio protect 9.7, Exocytosis inh -1.4, N-glyco inh 1.8 and aDG glyco act -0.1.
Screening CC1CCCCC1NC(=O)COC(=O)c1ccc(S(=O)(=O)NCc2ccco2)cc1 (stereo not drawn) returned m5-HT2A agonist -0.8, ABHD5 PLIN5 PPI -0.7, hiPSC survival 1.5, MC4R barr agon -4.0, ABCB6 inh 2 96.0, MC4R antag cAMP 5.2, Cardio protect 8.1, Exocytosis inh -0.6, N-glyco inh 1.9 and aDG glyco act 0.6.
For CCOC(=O)C1CCCN(C(=O)c2ccc([N+](=O)[O-])c(C)c2)C1 (stereo not drawn) the results were m5-HT2A agonist 3.1, ABHD5 PLIN5 PPI 6.4, hiPSC survival 3.7, MC4R barr agon -1.3, ABCB6 inh 2 112.0, MC4R antag cAMP 3.0, Cardio protect 3.8, Exocytosis inh -4.9, N-glyco inh -0.2 and aDG glyco act -0.4.
For CC(=O)Nc1ccc(C(=O)CSc2nnc(-c3ccccc3F)n2CCc2ccccc2)cc1 the results were m5-HT2A agonist 1.6, ABHD5 PLIN5 PPI 3.9, hiPSC survival 0.2, MC4R barr agon -0.2, ABCB6 inh 2 93.0, MC4R antag cAMP -1.4, Cardio protect 19.8, Exocytosis inh 0.7, N-glyco inh -2.6 and aDG glyco act 0.1.
COC(CNC(=O)c1ccc2c3c(onc13)-c1ccccc1C2=O)OC was read as m5-HT2A agonist -4.9, ABHD5 PLIN5 PPI -9.0, hiPSC survival -0.9, MC4R barr agon -0.9, ABCB6 inh 2 126.0, MC4R antag cAMP -1.8, Cardio protect -10.8, Exocytosis inh 25.6, N-glyco inh 1.7 and aDG glyco act -0.2.
For NC(=O)CNc1n[nH]c(=S)[nH]c1=O the results were m5-HT2A agonist 3.8, ABHD5 PLIN5 PPI 3.1, hiPSC survival 1.6, MC4R barr agon 0.6, ABCB6 inh 2 85.0, MC4R antag cAMP -3.8, Cardio protect 1.1, Exocytosis inh 2.0, N-glyco inh 0.6 and aDG glyco act 0.0.
Screening Nn1c(SCC(=O)Nc2ccc(N3CCOCC3)cc2)nnc1-c1cccc(F)c1 returned m5-HT2A agonist 4.2, ABHD5 PLIN5 PPI -8.2, hiPSC survival -2.8, MC4R barr agon -1.2, ABCB6 inh 2 98.0, MC4R antag cAMP -1.8, Cardio protect 1.7, Exocytosis inh -22.3, N-glyco inh 2.5 and aDG glyco act -0.2.
For CC(C)COP(=O)(OCC(C)C)C(O)c1ccc(F)cc1 (stereo not drawn) the results were m5-HT2A agonist -2.2, ABHD5 PLIN5 PPI 1.1, hiPSC survival 0.5, MC4R barr agon 0.1, ABCB6 inh 2 103.0, MC4R antag cAMP 14.7, Cardio protect 2.0, Exocytosis inh -5.0, N-glyco inh -0.9 and aDG glyco act -0.3.
CCc1ccc2c(c1)[C@]1(C(=O)N2)[C@@H]2C(=O)N(Cc3ccccc3)C(=O)[C@@H]2[C@@H]2CCCN21 was read as m5-HT2A agonist 3.0, ABHD5 PLIN5 PPI -0.1, hiPSC survival -1.1, MC4R barr agon -0.1, ABCB6 inh 2 105.0, MC4R antag cAMP 3.0, Cardio protect 4.6, Exocytosis inh -2.3, N-glyco inh -3.3 and aDG glyco act 0.1.
Screening Nc1nnnn1/N=C/C(Br)=C/c1ccccc1 returned m5-HT2A agonist 0.2, ABHD5 PLIN5 PPI 28.3*, hiPSC survival -3.9, MC4R barr agon -2.8, ABCB6 inh 2 97.0, MC4R antag cAMP 5.5, Cardio protect -17.5, Exocytosis inh -1.1, N-glyco inh -3.1 and aDG glyco act -0.5.
For COc1ccccc1NC(=O)CC1C(=O)NCCN1C(=O)Nc1ccc(Cl)c(Cl)c1 (stereo not drawn) the results were m5-HT2A agonist 0.9, ABHD5 PLIN5 PPI 23.6*, hiPSC survival 2.2, MC4R barr agon 3.0, ABCB6 inh 2 95.0, MC4R antag cAMP 10.7, Cardio protect 3.6, Exocytosis inh -2.7, N-glyco inh 2.8 and aDG glyco act -0.2.
Screening COc1ccc(S(=O)(=O)NCc2ccncc2)cc1NC(=O)c1ccccc1F returned m5-HT2A agonist 1.6, ABHD5 PLIN5 PPI 3.2, hiPSC survival -0.4, MC4R barr agon -1.0, ABCB6 inh 2 94.0, MC4R antag cAMP 1.1, Cardio protect 0.1, Exocytosis inh -5.1, N-glyco inh 1.3 and aDG glyco act 0.3.
O=C(COc1ccc(F)cc1Br)N1CCN(c2ncccn2)CC1 was read as m5-HT2A agonist -2.4, ABHD5 PLIN5 PPI -4.3, hiPSC survival 0.0, MC4R barr agon -0.1, ABCB6 inh 2 109.0, MC4R antag cAMP 17.9, Cardio protect -2.5, Exocytosis inh 8.2, N-glyco inh -1.5 and aDG glyco act 0.1.
`O=C(NCc1ccco1)Oc1ccccc1` gave m5-HT2A agonist 1.7, ABHD5 PLIN5 PPI 4.5, hiPSC survival -0.1, MC4R barr agon 0.2, ABCB6 inh 2 96.0, MC4R antag cAMP 15.1, Cardio protect 4.7, Exocytosis inh -0.3, N-glyco inh -0.9 and aDG glyco act -0.1.
Screening CCOC(=O)N1CCN(C(=S)NC(=O)C2CCCC2)CC1 returned m5-HT2A agonist 4.1, ABHD5 PLIN5 PPI -7.5, hiPSC survival -0.7, MC4R barr agon -2.6, ABCB6 inh 2 101.0, MC4R antag cAMP 5.4, Cardio protect 2.1, Exocytosis inh -5.6, N-glyco inh -1.2 and aDG glyco act 0.0.
Cc1ccc(/C=C2\Oc3cc(OC(=O)N4CCOCC4)ccc3C2=O)cc1 was read as m5-HT2A agonist 5.0, ABHD5 PLIN5 PPI 2.9, hiPSC survival 5.4, MC4R barr agon -0.5, ABCB6 inh 2 101.0, MC4R antag cAMP -2.1, Cardio protect 2.2, Exocytosis inh 3.6, N-glyco inh 1.0 and aDG glyco act -0.1.
C[C@@H]1CN([C@H](C)CO)C(=O)CCCn2nncc2CO[C@@H]1CN(C)C(=O)Nc1ccc(N2CCN(C)CC2)cc1 was read as m5-HT2A agonist 2.6, ABHD5 PLIN5 PPI 2.8, hiPSC survival 1.4, MC4R barr agon 0.5, ABCB6 inh 2 103.0, MC4R antag cAMP 1.4, Cardio protect 10.6, Exocytosis inh 0.7, N-glyco inh 1.9 and aDG glyco act 8.5*.
CC(c1ccccc1)C1OCC(C[N+]2(C)CCCCC2)O1 (stereo not drawn) was read as m5-HT2A agonist -5.0, ABHD5 PLIN5 PPI -2.6, hiPSC survival -0.1, MC4R barr agon -0.3, ABCB6 inh 2 94.0, MC4R antag cAMP 7.4, Cardio protect 2.1, Exocytosis inh -2.8, N-glyco inh 1.7 and aDG glyco act -0.1.
Screening Cc1ccc(NC(=O)c2ccccc2SCC(=O)N2CCCC2)cc1S(=O)(=O)N(C)C returned m5-HT2A agonist -3.4, ABHD5 PLIN5 PPI -4.9, hiPSC survival -0.2, MC4R barr agon -2.4, ABCB6 inh 2 98.0, MC4R antag cAMP 9.6, Cardio protect -2.1, Exocytosis inh 1.3, N-glyco inh 0.6 and aDG glyco act -0.1.
Screening CCN(Cc1cn2cccnc2n1)C1CCCCC1 returned m5-HT2A agonist 2.7, ABHD5 PLIN5 PPI 8.0, hiPSC survival 0.0, MC4R barr agon -1.5, ABCB6 inh 2 103.0, MC4R antag cAMP -3.8, Cardio protect 0.4, Exocytosis inh -1.9, N-glyco inh -1.8 and aDG glyco act -0.2.
`C=CCn1c(CNc2ccccc2)nnc1SCC(=O)N/N=C/c1ccc(O)cc1O` gave m5-HT2A agonist 1.5, ABHD5 PLIN5 PPI 3.4, hiPSC survival -1.2, MC4R barr agon -1.1, ABCB6 inh 2 95.0, MC4R antag cAMP 2.2, Cardio protect 85.1*, Exocytosis inh -8.5, N-glyco inh 4.0 and aDG glyco act 0.0.
For CCc1nc(C(N)=O)c2[nH]c(=O)n(-c3ccccc3F)c2n1 the results were m5-HT2A agonist 1.5, ABHD5 PLIN5 PPI -3.4, hiPSC survival -0.5, MC4R barr agon -1.1, ABCB6 inh 2 101.0, MC4R antag cAMP 8.8, Cardio protect -1.4, Exocytosis inh 0.9, N-glyco inh 2.6 and aDG glyco act 0.9.
Screening CN(C(=O)c1cccc(S(=O)(=O)NCc2ccccc2)c1)C1CCCCC1 returned m5-HT2A agonist -3.4, ABHD5 PLIN5 PPI 0.6, hiPSC survival -0.6, MC4R barr agon -0.5, ABCB6 inh 2 90.0, MC4R antag cAMP -1.2, Cardio protect -0.6, Exocytosis inh 3.8, N-glyco inh -1.7 and aDG glyco act 0.2.
For C=CC[C@H](CC(=O)N(CCO)Cc1ccccc1)C(=O)NCCOC(=O)[C@H](CC=C)CC(=O)OC(C)(C)C the results were m5-HT2A agonist 3.1, ABHD5 PLIN5 PPI -0.3, hiPSC survival 0.2, MC4R barr agon -1.8, ABCB6 inh 2 103.0, MC4R antag cAMP 11.4, Cardio protect -2.6, Exocytosis inh -0.4, N-glyco inh -0.7 and aDG glyco act 0.0.
`Cc1cc2nc(-c3cccc(Br)c3)c(Cc3cccc(Cl)c3)n2c(C)c1Br` gave m5-HT2A agonist 0.6, ABHD5 PLIN5 PPI -6.1, hiPSC survival 0.0, ABCB6 inh 2 99.0, Exocytosis inh -2.9 and aDG glyco act -0.2.
For CCCCN(C(=O)C1CCN(C(=O)c2ccccc2C)CC1)c1c(N)n(CCCC)c(=O)[nH]c1=O the results were m5-HT2A agonist 6.6, ABHD5 PLIN5 PPI 9.6, hiPSC survival 0.4, MC4R barr agon -2.9, ABCB6 inh 2 92.0, MC4R antag cAMP 4.7, Cardio protect 6.3, Exocytosis inh -1.0, N-glyco inh 0.9 and aDG glyco act -0.4.
O=S1(=O)N=C2CCCCCN2C(c2ccc(Cl)cc2)N1 (stereo not drawn) was read as m5-HT2A agonist 0.7, ABHD5 PLIN5 PPI 1.1, hiPSC survival -0.6, MC4R barr agon -2.0, ABCB6 inh 2 92.0, MC4R antag cAMP 3.6, Cardio protect 4.7, Exocytosis inh -3.4, N-glyco inh 0.2 and aDG glyco act -0.4.

Fetched by compound from above, 2 records:
For CCc1nc(C(N)=O)c2[nH]c(=O)n(-c3ccccc3F)c2n1 the results were m5-HT2A agonist 1.5, ABHD5 PLIN5 PPI -3.4, hiPSC survival -0.5, MC4R barr agon -1.1, ABCB6 inh 2 101.0, MC4R antag cAMP 8.8, Cardio protect -1.4, Exocytosis inh 0.9, N-glyco inh 2.6 and aDG glyco act 0.9.
Screening CCN(Cc1cn2cccnc2n1)C1CCCCC1 returned m5-HT2A agonist 2.7, ABHD5 PLIN5 PPI 8.0, hiPSC survival 0.0, MC4R barr agon -1.5, ABCB6 inh 2 103.0, MC4R antag cAMP -3.8, Cardio protect 0.4, Exocytosis inh -1.9, N-glyco inh -1.8 and aDG glyco act -0.2.
